Bioassay records as filed in PubChem.
RXFP1 antag = qHTS Assay for Antagonists of the Relaxin Receptor RXFP1; Relaxin receptor 1 (Homo sapiens), Q9HBX9; activity change, negative = inhibition, % at 57.5 µM; 350,000 tested, 0.59% active; HEK293-RXFP1, relaxin-stimulated cAMP HTRF, 30 min; active compounds read low; AID 1259400, 2018;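 active = activity change of -60% or lower, but not beyond a set lower limit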; also: % is scaled to controls: 0 for no effect and ±100 for the full control effect
Target sequence (Q9HBX9 whole entry, looked up): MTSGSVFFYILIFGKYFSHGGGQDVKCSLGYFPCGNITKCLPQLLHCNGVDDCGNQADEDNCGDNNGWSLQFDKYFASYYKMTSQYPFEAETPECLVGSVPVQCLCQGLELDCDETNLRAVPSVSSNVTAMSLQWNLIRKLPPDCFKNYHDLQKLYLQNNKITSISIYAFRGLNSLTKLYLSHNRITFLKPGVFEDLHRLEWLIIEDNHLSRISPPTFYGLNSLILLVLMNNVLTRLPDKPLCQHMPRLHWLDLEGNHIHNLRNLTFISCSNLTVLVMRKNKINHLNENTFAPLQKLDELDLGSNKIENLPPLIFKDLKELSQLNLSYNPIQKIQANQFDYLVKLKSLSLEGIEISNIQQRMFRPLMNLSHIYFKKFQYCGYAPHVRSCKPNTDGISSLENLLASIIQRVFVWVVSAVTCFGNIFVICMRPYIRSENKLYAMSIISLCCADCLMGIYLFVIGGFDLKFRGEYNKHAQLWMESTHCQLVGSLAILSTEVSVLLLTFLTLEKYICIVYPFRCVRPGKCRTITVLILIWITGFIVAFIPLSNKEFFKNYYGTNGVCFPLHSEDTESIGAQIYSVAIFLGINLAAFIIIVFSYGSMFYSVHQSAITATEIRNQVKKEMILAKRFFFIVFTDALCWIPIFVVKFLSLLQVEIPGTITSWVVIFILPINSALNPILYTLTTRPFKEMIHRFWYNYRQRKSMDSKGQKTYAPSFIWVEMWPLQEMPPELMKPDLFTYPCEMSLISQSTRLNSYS
D1 antag = Antagonist of Human D 1 Dopamine Receptor: qHTS; D(1A) dopamine receptor (Homo sapiens), P21728; HEK293 TREx D1 cells, calcium flux, dopamine EC80; active compounds read low; activity change, negative = inhibition, % at 10 µM; 360,000 tested, 3.2% active; AID 504652, 2011; in the data active = activity change below about -30%; also: % is scaled to controls: 0 for no effect and ±100 for the full control effect
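Inducible Hek293 Trex D1 cells (tetracycline, overnight, 30 C). Calcium dye 30–90 min RT. Antagonist mode: EC80 dopamine added after 180 s compound read.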
D2 PAM = HTS Assay for Positive Allosteric Modulators of the Human D2 Dopamine Receptor: Primary Screen for Potentiators | D(2) dopamine receptor (Homo sapiens), P14416 | HEK293 T-REx D2, calcium flux, EC20 dopamine potentiation | potentiation, % at 10 µM | 340,000 tested, 0.34% active;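 active = potentiation over 3 SD above the plate norm, cut at about 30% in these data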; also: 0% is about no effect
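Calcium flux readout, no-wash dye, 1 read/s. Inducible HEK293 Trex D2 line, overnight 30 C. Compound alone 180 s (agonist flags), then EC20 dopamine, another 180 s to score potentiation.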
D1 ag = Allosteric Agonists of the Human D1 Dopamine Receptor: qHTS; AID 504660, 2011; activation, % at 2 µM; 360,000 tested, 1% active; HEK293 T-REx D1 cells, calcium flux, agonist mode; D(1A) dopamine receptor (Homo sapiens), P21728; also: 0% is about no effect
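Agonism was scored from calcium flux recorded over 180 s (1 read/s) after pintool compound addition, following a 10-cycle baseline. Cells were inducible force-coupled HEK293 TREx D1, plated overnight at 30 C and loaded with no-wash calcium dye.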
D1 potentiator = Potentiators of Human D1 Dopamine Receptor: qHTS; AID 504651, 2011; potentiation, % at 10 µM; D(1A) dopamine receptor (Homo sapiens), P21728; HEK293 TREx D1 cells, calcium flux, dopamine EC20 potentiation; 360,000 tested, 0.036% active; in the data active = potentiation above about 30%; also: 0% is about no effect
TRHR agonist = qHTS for Small Molecule Agonists and Allosteric Enhancers of Human TRH Receptor: Primary Screen for Agonists; Thyrotropin-releasing hormone receptor (Homo sapiens), P34981; TRHR cells, calcium flux fluo-8, FDSS agonist mode; activation, % at 2 µM; 360,000 tested, 0.18% active; also: 0% is about no effect
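Agonist-mode FDSS calcium read (Ex 480/Em 530, 1 s cycles) in 1536-well TRHR cells with fluo-8 dye, after 10-cycle baseline and 23 nL compound addition; TRH at EC20 (10 nM final) added afterwards for the enhancer phase.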
TRHR PAM = qHTS for Small Molecule Agonists and Allosteric Enhancers of Human TRH Receptor: Primary Screen for Enhancers; Thyrotropin-releasing hormone receptor (Homo sapiens), P34981; TRHR cells, fluo-8 calcium fluorescence, EC20 TRH enhancement; enhancement, % at 2 µM; 360,000 tested, 0.66% active; in the data active = enhancement above about 30%; also: 0% is about no effect
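TRHR-expressing cells loaded with fluo-8 calcium dye were read kinetically (ex 480/em 530) during compound addition, then stimulated with an EC20 of TRH (10 nM final). Enhancement of the Gq-mediated intracellular calcium response was scored.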
D2 antagonist = HTS Assay for Allosteric Antagonists of the Human D2 Dopamine Receptor: Primary Screen for Antagonists; HEK293 TREx D2 cells, calcium flux, dopamine EC80; inhibition, % at 10 µM; 340,000 tested, 2% active; in the data active = inhibition above about 30%; also: 0% is about no effect
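Read-out: kinetic calcium fluorescence (1 cycle/s) in inducible HEK293 T-REx D2 cells after an EC80 dopamine addition that followed 180 s compound preincubation. Loss of the dopamine response indicates antagonism.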
D2 agonist = HTS Assay for Allosteric Agonists of the Human D2 Dopamine Receptor: Primary Screen for Agonists; HEK293 T-REx D2 cells, calcium flux agonist mode; D(2) dopamine receptor (Homo sapiens), P14416; activation, % at 2 µM; 340,000 tested, 0.53% active;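 active = activation over 3 SD above normal in the single-dose calcium agonist read, cut at about 30% in these data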; also: 0% is about no effect
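HEK293 Trex D2 cells, tetracycline-induced, o/n 30 C 5% CO2; no-wash Ca dye, RT 30–90 min; 10-cycle baseline, 23 nl cpd added, kinetic Ca read 180 s; agonist hits = positive Ca response.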
An asterisk follows results filed as active; . = not tested or not shown; & = joins results of further samples. Rule as the data show it, unless noted: active = activation above about 30%; inactive = the rest. Outcome played no part in choosing rows; about 7.1% have a hit in one of these screens.

Molecule	RXFP1 antag	D1 antag	D2 PAM	D1 ag	D1 potentiator	TRHR agonist	TRHR PAM	D2 antagonist	D2 agonist
CCN(CC)S(=O)(=O)c1cc(C(=O)Nc2nncs2)c(Cl)cc1Cl	-9.2	-19.0	-2.8	3.8	-1.4	0.7	-1.2	4.1	0.5
C/C(=N\N=c1/sc2ccccc2n1C)c1ccccn1	1.1	8.0	.	5.6	-0.8	0.0	21.0	.	.
CC1CCCC(NC(=O)CCNC(=O)c2ccc(Br)cc2)C1C (stereo not drawn)	-3.5	-2.0	-5.3	1.6	-4.4	0.0	-1.0	14.1	-0.3
O=C(CN1CCNC(=O)C1)NCCc1ccc(Cl)cc1Cl	10.6	-11.3	5.0	4.8	-2.0	0.5	0.5	5.5	-0.1
CCN(C(=O)CN1CCCCC1)C1(C)C(=O)c2ccccc2C1=O	-27.6	13.0	8.0	1.3	4.5	-0.4	11.6	5.6	-2.5
CCOC(=O)C1(Cc2ccccc2C)CCCN(C(=O)c2sccc2C)C1 (stereo not drawn)	-34.7	9.4	18.7	3.0	-0.3	2.2	-1.9	-6.9	0.8
CN(Cc1cccs1)C(=O)/C=C/c1ccccc1[N+](=O)[O-]	-18.5	-41.1*	1.9	9.6	-8.2	-0.1	12.5	-8.7	-0.5
CCN(Cc1ccccc1)C(=O)CN1C(=O)c2ccccc2S1(=O)=O	-8.3	4.7	-5.3	0.5	-5.8	-0.1	7.3	2.7	0.2
CCOc1ccc2c(c1)C(C)=CC(C)(C)N2S(=O)(=O)c1ccc(C)cc1	-19.3	-4.3	.	0.7	0.4	0.9	-15.4	.	.
O=C(CSc1c2c(nc3cc(Cl)ccc13)CCCC2)NCCN1CCOCC1	13.2	-6.8	.	0.8	-1.9	-0.6	-2.9	-1.9	-0.1
COc1ccc(S(=O)(=O)Nc2cccc(NC(C)=O)c2)cc1	-0.3	16.8	5.8	-0.9	0.1	0.1	-1.1	-11.7	0.0
Cc1cccc(C)c1NC(=S)Nc1c(C)n(C)n(-c2ccccc2)c1=O	.	11.8	15.8	1.0	0.3	-0.2	2.3	-11.6	0.8
CCC1Nc2ccccc2-c2nnc(SC)nc2O1 (stereo not drawn)	-3.8	0.3	-5.0	-0.1	1.6	0.2	-2.9	-0.6	0.4
CCCC12CN3CC(CCC)(CN(C1)C3c1ccco1)C2=O (stereo not drawn)	-15.1	4.2	-12.8	0.0	-0.8	-0.3	0.2	6.1	0.5
O=C(CN1C(=O)NC2(CCCC2)C1=O)OCCOc1ccc(F)cc1	1.2	-6.9	.	2.0	-0.1	-0.1	0.9	.	.

Records above printed as active in D1 antag.
| mol | RXFP1 antag | D1 antag | D2 PAM | D1 ag | D1 potentiator | TRHR agonist | TRHR PAM | D2 antagonist |
| --- | --- | --- | --- | --- | --- | --- | --- | --- |
| CN(Cc1cccs1)C(=O)/C=C/c1ccccc1[N+](=O)[O-] | -18.5 | -41.1* | 1.9 | 9.6 | -8.2 | -0.1 | 12.5 | -8.7 |

Next part
Molecule	RXFP1 antag	D1 antag	D2 PAM	D1 ag	D1 potentiator	TRHR agonist	TRHR PAM	D2 antagonist	D2 agonist
CNC(=O)C1CCC(Cn2c(=O)c3sccc3n(CC(=O)NCc3ccc(OC)cc3)c2=O)CC1 (stereo not drawn)	-20.9	16.2	11.0	3.0	-0.3	-0.7	6.6	.	-0.7
COCCCNC(=O)CCc1ccccc1	15.8	5.1	-5.7	-1.1	-3.0	0.7	-5.7	-2.1	-0.1
CCOCCCNS(=O)(=O)c1ccc(NC(=O)c2ccc(OC)c([N+](=O)[O-])c2)cc1	0.5	-19.1	-2.3	1.0	-3.0	-0.2	8.3	5.4	0.6
COc1ccc(CNC(=O)C2CCCN2S(=O)(=O)c2ccc(S(=O)(=O)N(C)C)cc2)cc1 (stereo not drawn)	-6.6	1.8	3.2	3.5	4.0	0.2	-14.9	3.0	0.3
Cc1ccc(S(=O)(=O)NCC(=O)N(CC(=O)NCc2ccco2)Cc2ccc(F)cc2)cc1	12.4	-14.7	.	21.9	-8.2	6.4	-2.5	.	.
CC1CCCCC12NC(=O)N(CC(=O)NCC(=O)Nc1ccc(F)c(F)c1F)C2=O (stereo not drawn)	5.1	-9.3	-6.5	6.1	-0.9	0.6	-6.7	-8.6	-0.7
COC(=O)C1CC(O)CN1S(=O)(=O)c1ccc2ccccc2c1 (stereo not drawn)	0.8	-14.9	3.5	2.1	1.5	0.2	-4.2	2.2	-1.4
O=C(COC(=O)CNC(=O)c1ccco1)NCc1ccc(F)cc1	-7.9	-4.9	-1.4	1.9	-0.8	0.3	-2.1	2.7	-0.3
CC1CCN(c2ncnc3nc[nH]c23)CC1	.	-5.7	2.3	3.3	3.8	0.1	1.3	4.6	-0.8
Cc1cc(C)c(NC(=O)CN(C)S(=O)(=O)c2ccc3c(c2)n(C)c(=O)c(=O)n3C)c(C)c1	22.7	-8.4	75.5*	4.6	0.0	-0.6	2.9	8.4	0.1
O=C(O)CN1C(=O)NC2(CCOc3ccccc32)C1=O (stereo not drawn)	-2.4	4.4	-3.0	4.4	4.3	0.4	-9.1	-1.4	1.3
O=C(O)c1ccc(CS(=O)(=O)c2ccc(Br)cc2)cc1	1.9	-11.8	4.5	4.6	0.5	0.3	0.5	6.1	0.5
CC1NC(=O)NC1CCCCCC(=O)NCCc1ccccc1 (stereo not drawn)	-2.1	21.4	7.1	-1.8	4.3	0.6	-7.8	-6.5	1.1
OCCCn1c(-c2ccccc2)nc(=S)c2c1CCCC2	3.0	3.1	2.4	-1.2	4.2	-0.9	1.2	-5.4	-0.1
O=C(Nc1nnc(-c2ccccc2)o1)NC1CCCCC1	5.2	-9.8	4.3	2.8	0.0	0.1	-0.4	-2.6	0.1
CN(C)S(=O)(=O)c1cccc(COc2cccnc2[N+](=O)[O-])c1	1.7	5.4	8.2	3.8	-9.1	-0.4	0.7	-1.3	0.2
Cc1cc(C(=O)N2CCN(c3ccccc3)CC2)no1	18.7	-10.4	-7.1	1.5	-9.7	0.1	-0.3	2.2	2.6
O=c1[nH]c(SCc2ccccc2Cl)nc2c1CCC2	-5.2	5.3	7.7	1.5	3.6	0.6	3.4	17.1	-1.9
Cc1ccc(-n2c3nc(=O)[nH]c(=O)c-3cc3c(C)nn(-c4ccccc4)c32)c(C)c1	-12.8	15.7&-9.2	-2.0&9.2	0.1&0.6	-3.0&-4.0	0.0&0.8	4.0&-7.2	-17.0	-0.7&0.5
CC(=O)N1CCCc2cc(S(=O)(=O)N3CCN(C4CCCCC4)CC3)ccc21	5.3	-0.5	10.8	5.9	-10.7	0.1	0.8	-5.4	0.8
CCCS(=O)(=O)N1CCN=C1SCc1cccc(C)c1	-3.5	-30.1*	-1.1	5.2	-1.1	-0.4	-6.5	-4.1	-0.7
CNS(=O)(=O)c1cccc(C(=O)OCc2csc(-c3ccccc3)n2)c1	.	-9.1	1.4	6.1	-0.8	0.6	3.5	-9.6	1.3
CCOC(=O)C(=O)c1csc(NC(=O)CCSc2ccc(C)cc2)n1	-2.6	-78.7*	1.8	3.6	-1.1	-0.2	2.6	-2.3	-1.1
CN1CCN(C(=O)c2cc(-c3ccco3)on2)CC1	-8.2	26.3	-0.7	-1.0	7.7	1.3	-0.1	-4.8	0.4
CC(=O)c1ccc(NC(=O)CCn2c(=S)oc3ccccc32)cc1	8.9	2.7	.	9.0	-5.9	0.7	0.3	.	.
COc1ccc(C(=O)Nc2ccccc2C(=O)OCc2cc(=O)n3c4c(sc3n2)CCCC4)cc1	-2.0	1.8	0.8	-2.1	-0.1	1.3	1.0	.	1.3
Cc1cccc(CN2CCC(CNC(=O)C3CCCN(S(=O)(=O)c4cnc[nH]4)C3)CC2)c1 (stereo not drawn)	.	-6.5	-10.7	2.3	-7.3	0.0	-3.9	0.7	0.3
Cc1ccc(-c2cn3cccnc3n2)cc1NC(=O)c1cccs1	10.4	-8.4	9.5	0.8	-0.9	0.1	4.1	-1.3	8.4
COc1ccc(S(=O)(=O)N2CCCC(C(=O)Nc3cccc(C(C)=O)c3)C2)cc1 (stereo not drawn)	-5.3	-25.3	-5.5	0.5	0.0	0.0	1.1	3.1	-0.8
COc1cccc(C(=O)Cn2c(Br)nc3c2c(=O)n(C)c(=O)n3C)c1	8.0	-11.7	4.9	7.1	-5.7	0.0	-2.7	-4.6	0.0

Continued; it opens with the three that closed the last part.
Molecule	RXFP1 antag	D1 antag	D2 PAM	D1 ag	D1 potentiator	TRHR agonist	TRHR PAM	D2 antagonist	D2 agonist
Cc1ccc(-c2cn3cccnc3n2)cc1NC(=O)c1cccs1	10.4	-8.4	9.5	0.8	-0.9	0.1	4.1	-1.3	8.4
COc1ccc(S(=O)(=O)N2CCCC(C(=O)Nc3cccc(C(C)=O)c3)C2)cc1 (stereo not drawn)	-5.3	-25.3	-5.5	0.5	0.0	0.0	1.1	3.1	-0.8
COc1cccc(C(=O)Cn2c(Br)nc3c2c(=O)n(C)c(=O)n3C)c1	8.0	-11.7	4.9	7.1	-5.7	0.0	-2.7	-4.6	0.0
CCCc1cc(NCCCN2CCOCC2)n2c(nc3ccccc32)c1C#N	-6.5	-0.9	4.9	-1.8	7.2	0.0	1.9	6.2	-0.8
COc1ccc(C2/C(=C(\O)c3ccc(OC)c(Cl)c3)C(=O)C(=O)N2CCN(C)C)cc1 (stereo not drawn)	7.9	25.5	-4.4	0.4	0.5	0.0	4.5	-11.7	0.8
CC1(c2ccccc2)NC(=O)N(CCOc2ccccc2)C1=O (stereo not drawn)	-8.4	-4.4	-3.5	3.1	-1.9	-0.4	6.4	6.7	-0.3
O=C(NCc1ccccc1)C1CCN(C(=O)Cc2ccccc2)CC1	-1.8	12.1	.	3.8	-1.8	0.2	2.3	.	.
Cc1cc(C)cc(NC(=O)COc2ccc(C(=S)N3CCOCC3)cc2)c1	7.0	-13.1	2.5	0.8	13.0	-1.4	-0.8	-10.3	-0.9
CCC(CC)C1C(C#N)=C(N)SC(N)=C1C#N	-10.5	20.4	.	-0.8	-1.2	0.1	-1.0	.	.

Laid out differently: results already given.
Second line of a record – RXFP1 antag, D1 antag, D2 PAM, D1 ag, D1 potentiator, TRHR agonist, TRHR PAM, D2 antagonist, D2 agonist
COc1ccc(C2/C(=C(\O)c3ccc(OC)c(Cl)c3)C(=O)C(=O)N2CCN(C)C)cc1 (stereo not drawn)
 : 7.9, 25.5, -4.4, 0.4, 0.5, 0.0, 4.5, -11.7, 0.8
CC1(c2ccccc2)NC(=O)N(CCOc2ccccc2)C1=O (stereo not drawn)
 : -8.4, -4.4, -3.5, 3.1, -1.9, -0.4, 6.4, 6.7, -0.3
